# Screens (PubChem)
# NR2E3 ag-1 – inhibitors of NR2E3-RetCOR corepressor binding, primary screen, NR2E3 agonist project, biochemical, TR-FRET, GST-NR2E3, biotin-RetCOR; hit rate 0.12% among 320,000; AID 2300, 2010; 1536-well; inhibition of corepressor binding, % at 4.78 µM;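 active = percent inhibition above the cutoff of mean plus 3 SD of all tested compounds, set per screening campaign, cut at about 20% in these data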;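 note: 0% = DMSO wells and 100% = biotin wells as full block of FRET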
# Target sequence (Q9Y5X4 whole entry, looked up): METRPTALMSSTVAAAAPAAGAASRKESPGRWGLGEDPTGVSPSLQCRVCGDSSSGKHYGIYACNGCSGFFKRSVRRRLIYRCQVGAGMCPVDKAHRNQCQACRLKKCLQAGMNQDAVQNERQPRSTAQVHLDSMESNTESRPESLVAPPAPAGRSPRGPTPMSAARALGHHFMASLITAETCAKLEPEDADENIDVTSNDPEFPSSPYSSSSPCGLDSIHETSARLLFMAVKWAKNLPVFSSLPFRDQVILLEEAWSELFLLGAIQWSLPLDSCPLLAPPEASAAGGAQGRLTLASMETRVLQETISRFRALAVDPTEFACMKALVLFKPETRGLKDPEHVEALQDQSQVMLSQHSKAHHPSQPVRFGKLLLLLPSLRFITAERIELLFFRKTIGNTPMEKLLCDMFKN
#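 System: GST-NR2E3 and biotin-RetCOR proteins; probe or stimulus: 7 nM biotin-RetCOR; doses: compound at 4.8 µM, single dose; schedule: Compound–protein incubation for 5 h at 4 °C; detection: time-resolved FRET; read-out: percent inhibition; controls: biotin wells as high control, 0.6% DMSO wells as low control; format: 1536-well plates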
# Shn3 3UTR inh – reduction of Shn3 3'UTR firefly luciferase signal, primary screen, Schnurri-3 inhibitor project, cell-based, Clone20 osteoblasts, set 2 | Clone20 osteoblast Shn3 3'UTR firefly luciferase, 24 h | inhibition, % at 12.5 µM | hit rate 0.52% among 360,000 | AID 588674, 2011;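 active = mean inhibition of at least 75% with every replicate also reaching 75%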;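 note: 0% = median of neutral control wells and 100% = pilot-screen positive control compound; some compounds past the cut are filed as inactive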
# TRPM1 prom inh – inhibitors of MITF-dependent TRPM1 promoter reporter, primary screen, cell-based, SK-MEL-5, single point, luciferase. AID 488899, 2010. SK-MEL-5 TRPM1 promoter luciferase, 24 h. inhibition, % at 12.5 µM. hit rate 0.83% among 330,000;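 active = mean inhibition across replicates of 60% or more, whatever share of single replicates reaches that level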; note: values of inactives mirror those of a sister screen read the other way
# TWEAK-Fn14 inh – inhibitors of TWEAK-Fn14 signaling, primary screen, luciferase reporter cells, uHTS | TWEAK-stimulated Fn14 reporter cells, luciferase luminescence, 8 h | inhibition, % at 10 µM | hit rate 2% among 360,000 | AID 1159606, 2016; in the data active = inhibition above about 50%
# aDG glyco up – activators of alpha-DG glycosylation, primary screen, uHTS, Pro5-aDG cells, AlphaScreen. alpha-DG glycosylation AlphaScreen (IIH6); 0% Pro5, 100% B10-LARGE cell signal. activation, % at 10 µM. hit rate 0.22% among 360,000. AID 624168, 2012;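 active = activation of at least 8% versus controls, or a plate z-score of at least 8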;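 note: Pro5 are CHO cells carrying HIG-tagged alpha-DG that lacks glycosylation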
# NR2E3 ag-2 – NR2E3 agonists in two-hybrid cells, primary screen, cell-based, luminescence, CHO-S, Gal4-NCOR/VP16-NR2E3. Photoreceptor-specific nuclear receptor (Homo sapiens), Q9Y5X4. AID 602229, 2012. hit rate 0.35% among 360,000. inhibition of corepressor binding, % at 3.98 µM. luciferase;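 active = inhibition above the mean of all tested compounds plus 3 SD, cut at about 70% in these data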;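 note: 0% = DMSO with NR2E3 transfected cells and 100% = cells lacking NR2E3 construct; higher means lower luciferase signal from less NR2E3 corepressor binding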
# KKLEB cytotox – cytotoxicity in KKLEB CF airway cells, primary screen, cytotoxicity control for CF NF-kB inhibitor project, cell-based, uHTS, fluorescence assay plates. KKLEB CF airway cells viability, ATPlite luminescence, overnight; hits give low values; cells stimulated with P. aeruginosa culture filtrate. activity change (cytotoxicity), % at 5 µM. hit rate 0.36% among 360,000;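 active = corrected activity change at or below -50% at 5 µM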
# CF NFkB inh – inhibitors of PAF-induced NF-kB signaling, primary screen, cell-based, GFP fluorescence, uHTS | KKLEB NF-kB-GFP reporter, GFP fluorescence overnight | inhibition, % at 5 µM | hit rate 0.86% among 360,000;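 active = at least 50% inhibition at 5 µM, scaled per plate between neutral and stimulator controls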;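 note: PAF is a Pseudomonas aeruginosa culture filtrate used as stimulus; plate controls were PAF-stimulated DMSO wells for no effect and unstimulated DMSO wells for full effect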
# Peg3 promoter – Peg3 promoter-driven luciferase inhibitors, primary screen, cell-based, HeLa, luciferase luminescence; HeLa PEG-Prom luciferase reporter, overnight; inhibition, % at 20 µM; hit rate 1.7% among 360,000;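 active = inhibition of at least 50% at 20 µM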
# HIF-2a inh – HIF-2a reporter inhibitors, primary screen, luminescence, 786-0 RCC cells; 786-0 RCC cells HIF-2a reporter, luciferase luminescence, overnight; inhibition, % at 18.8 µM; hit rate 0.72% among 360,000; AID 624352, 2012;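 active = inhibition of the luminescence signal of 40% or more relative to plate controls, in a single-dose primary screen at 18.75 µM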
# iPSC survival up – enhancers of single-cell hiPSC survival, primary screen, ATPlite luminescence | 100% = ROCK inhibitor wells, 0% = DMSO | survival enhancement, % at 20 µM | hit rate 0.044% among 360,000 | AID 602274, 2012; in the data active = survival enhancement above about 18%;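 note: cells exposed to compounds for 16 hours before the ATP read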
# Active calls of the source: *; / = not tested or not shown.
SMILES,NR2E3 ag-1,Shn3 3UTR inh,TRPM1 prom inh,TWEAK-Fn14 inh,aDG glyco up,NR2E3 ag-2,KKLEB cytotox,CF NFkB inh,Peg3 promoter,HIF-2a inh,iPSC survival up
CCOc1ccc(C(=O)Nc2cc(OC)ccc2OC)cc1,0.9,-0.4,-6.8,-14.2,-0.1,-35.8,19.6,-6.1,-74.5,-104.7,-1.9
CCCN1C(=O)/C(=C/c2ccncc2)SC1=S,-2.3,-27.1,8.7,41.8,0.1,10.5,1.3,10.1,-2.9,10.6,-0.8
CCCCOc1ccc(-c2nc(SCC(N)=O)n[nH]2)cc1,-2.1,-27.5,-73.0,-5.0,-0.1,-6.7,-11.9,-0.6,-153.5,-175.3,4.3
CCN(C(=O)COc1ccc(C(C)=O)cc1)c1cccc2ccccc12,/,20.1,2.6,-24.6,0.0,-5.7,-13.7,-9.4,25.7,16.6,4.5
CC(=O)Nc1ccc(S(=O)(=O)NC2(C(F)(F)F)N=C(c3ccccc3)NC2=O)cc1 (stereo not drawn),2.3,7.0,-0.5,-3.7,-0.2,4.5,1.0,1.7,9.3,-4.5,-1.1
O=C(NCCOc1ccccc1)c1cccc2c1C(=O)c1ccc(Cl)cc1S2(=O)=O,2.7,-11.3,1.3,-17.4,0.3,-31.1,-18.1,9.1,-20.7,-10.9,-0.9
COc1cccc(C(=O)OCC(=O)N2CCc3ccccc32)c1OC,/,-73.4,-68.5,-3.1,0.0,-39.0,7.8,15.4,-256.3,-67.7,-0.1
CN(CC(=O)Nc1ccc(F)c(F)c1F)C(=O)c1ccc2c(c1)NC(=O)CS2,-0.6,7.0,1.8,11.5,-0.2,1.9,7.2,-6.1,20.6,-0.5,-0.3
COC(=O)[C@H](Cc1ccccc1)NC(=O)Nc1ccc(S(N)(=O)=O)cc1,0.8,-4.8,-0.7,6.7,-0.2,7.6,-7.5,5.1,9.1,17.7,-0.4
CCSC(=O)N(CC)CC(=O)Nc1c(CC)cccc1CC,4.3,-4.0,-16.5,-24.9,0.1,-6.6,-1.2,-2.8,8.2,-2.1,6.4
CCC(=O)N1CCc2cc(S(=O)(=O)N3CCN(c4cc(Cl)ccc4C)CC3)ccc21,-0.6,4.4,21.4,-15.5,0.1,-10.3,-1.9,25.9,-0.7,17.1,0.1
Cc1nnc(SCC(=O)Nc2ccccc2N2CCOCC2)s1,-0.5,7.6,6.3,22.3,3.5,11.3,3.0,-19.6,1.6,13.6,1.0
Cc1ccc(/C=C/C(=O)N2CCN(S(=O)(=O)c3cccs3)CC2)o1,-5.8,-18.2,19.4,85.7*,-0.1,-14.8,-6.7,7.1,5.0,8.7,0.8
Cc1nn(-c2ccccc2)c(Cl)c1/C=N/NC(=O)c1ccc(CNc2ccccc2)o1,-4.1,9.9,-14.2,-19.8,-0.2,-15.7,-12.4,5.2,-20.4,-36.4,0.5
Cc1[nH]c2ccccc2c1/C=N/NC(=S)NCc1ccccc1,2.6,7.6,2.1,3.1,-0.2,-4.7,3.7,-25.0,-14.3,-41.0,-2.6
COc1cc(OC)cc(N(C(=O)c2ccco2)C(C(=O)NC2CCCC2)c2ccc(N(C)C)cc2)c1 (stereo not drawn),2.3,11.0,13.8,8.3,0.1,-13.7,11.8,5.4,11.4,13.8,-0.2
CC1(C)CC(CCNS(=O)(=O)c2ccccc2)(c2ccccc2)CCO1 (stereo not drawn),1.8,22.3,11.0,5.6,-0.2,9.3,6.4,1.4,8.2,7.6,-0.1
CC(CNc1ccc(Cl)cc1)(CNc1ccc(Cl)cc1)[N+](=O)[O-],/,-6.5,-0.3,10.0,-0.1,-8.8,5.8,10.1,25.4,3.8,-1.4
S=C(Nc1ccc(Cl)c(Cl)c1)NC1CCN(Cc2ccccc2)CC1,0.1,71.3,36.8,31.6,0.0,33.5,-15.1,11.1,93.3*,21.3,-0.9
O=C(C[n+]1ccccc1)N1CCCc2ccccc21,1.2,-20.1,1.9,-1.0,0.4,25.1,1.5,2.2,2.6,12.0,-3.8
Cc1ccc(CCN2CC(C(=O)NCCN(C)C)CC2=O)cc1 (stereo not drawn),-2.7,-12.7,7.8,-12.0,0.1,0.1,7.3,0.2,-4.6,16.1,-0.6
CC1CC2(CC(CN(C3CCCCC3)C3CCCCC3)OC2=O)C(=O)O1 (stereo not drawn),/,-2.0,/,4.8,-0.2,9.7,3.3,-8.9,6.5,-0.5,-0.8
CCOC(=O)c1csc(-n2nc(C)cc2C(F)(F)F)n1,0.7,-3.0,-6.3,11.9,-0.1,0.3,-0.4,1.6,-7.9,12.2,0.3
CC(C)NC(=O)c1cnc(N2CCN(c3ccccn3)CC2)c2ccccc12,-0.7,7.9,0.5,26.8,0.0,-2.7,16.7,-11.1,21.4,5.5,-1.5
O=C(CCl)N1CCN(S(=O)(=O)c2ccc3c(c2)OCCCO3)CC1,1.6,-1.8,47.8,12.1,-0.4,-34.5,1.0,-3.4,10.7,2.9,-4.5
COC(=O)c1ccsc1NC(=O)C1=COCCO1,2.5,-8.9,8.8,14.9,5.2,-19.1,-10.3,-11.0,0.0,-12.2,-0.4
O=C(NC1CCCCCC1)C1CCC(=O)N(Cc2ccccc2F)C1 (stereo not drawn),0.8,-1.4,0.8,3.5,2.4,-45.8,7.4,-4.0,-25.9,-39.4,0.4
COc1ccc(-c2csc(C(NC(C)=O)c3ccccc3)n2)cn1 (stereo not drawn),/,6.0,/,-5.4,-0.1,-18.0,13.6,-9.7,-9.7,-58.6,2.3
Cc1ccc(CN2CCC[C@]3(N[C@H](c4ccccc4)[C@@H]4C(=O)N(Cc5ccccc5)C(=O)[C@@H]43)C2=O)cc1,/,1.4,/,16.8,0.0,-30.2,1.1,-6.1,11.4,10.7,-1.1
CCOc1ccc(S(=O)(=O)N2CCCC(C(=O)Nc3ccccc3)C2)cc1 (stereo not drawn),5.3,27.8,0.8,25.7,0.2,-9.1,12.8,-0.7,4.0,12.5,-0.4
Cc1ccc(S(=O)(=O)N(CC(=O)NCC2CCCO2)Cc2ccc(F)cc2)cc1 (stereo not drawn),4.5,-10.7,-14.6,-1.8,0.0,16.0,3.9,3.3,15.8,8.4,-0.6
C=C1C(=O)O[C@@H]2[C@H]1[C@@H](OC(=O)/C(C)=C/C)C/C(C)=C\C(=O)/C=C(\C)[C@@H]2O,-1.4,-31.3,96.4*,66.6*,-0.2,41.7,-3.5,85.9*,110.6*,94.9*,1.3
O=C(CN1C(=O)NC(c2ccccc2)(c2ccccc2)C1=O)N1CCN(c2ccccc2F)CC1,1.0,14.1,-5.9,10.4,0.4,-4.2,-13.2,8.3,21.0,20.1,-0.7
COc1ccc(C(=O)OC(C)C(=O)NC2CCCC2)cc1S(=O)(=O)N1CCOCC1 (stereo not drawn),-0.5,-8.4,-2.4,10.6,0.0,-5.2,6.7,-8.8,-3.7,4.3,-0.2
CCc1c(C)nc2c(-c3ccccc3)c(C)nn2c1Nc1ccc(NC(C)=O)cc1,4.0,14.6,-14.4,-15.9,0.2,0.2,7.9,2.7,29.5,16.3,-0.4
COc1ccc(NC(=S)/N=C(\N)Nc2nc(C)c3ccc(C)cc3n2)cc1,1.1,66.1,8.9,1.1,0.6,19.6,-4.6,-19.8,53.0*,-1.6,2.1
COc1ccc(C2=NS(=O)(=O)N(C)C(C(=O)NCc3cccs3)=C2)cc1OC,-0.4,1.3,-3.8,-14.0,0.2,-23.3,9.5,-7.5,-5.7,4.5,2.2
CCC(=O)N(Cc1cc2ccccc2[nH]c1=O)C(C)C,3.7,12.1,0.8,6.4,0.0,-18.0,6.2,2.3,9.0,9.6,-1.1
Cc1ccc(C)c(NC(=O)COC(=O)c2cc3ccccc3oc2=O)c1,3.5,-1.6,/,2.8,0.0,-3.3,0.3,22.4,9.5,5.6,0.1
COc1ccccc1NC(NC(=O)c1ccccn1)C(Cl)(Cl)Cl (stereo not drawn),-2.3,7.8,12.1,-2.1,0.1,-4.3,7.1,-16.2,2.5,1.6,0.6
CCCCN(C(C)=O)c1c(CC)nc2ccc(C(=O)NCCCN(C)C)cn12,/,-24.4,/,4.7,0.0,-5.5,-4.5,8.3,-9.1,4.6,-1.2
O=C1C2C3C=CC(C3)C2C(=O)N1c1ccc2ccccc2n1 (stereo not drawn),0.9,5.4,4.1,-20.6,0.0,-26.7,-7.9,-10.9,8.6,-7.2,-1.8
CSc1nsc2nc(=O)c(/C=C3\C(C)=Nc4ccc(C)cc43)c(N)n12,-0.9,0.5,1.3,14.9,-0.1,-67.3,-5.7,3.5,10.0,-104.2,0.0
COc1ccc(C2CC(=O)Oc3c2c(=O)n(C)c2ccccc32)c(OC)c1OC (stereo not drawn),2.3,-16.0,-0.4,-6.8,0.6,-9.4,4.1,-39.0,13.0,7.3,-1.3
COC(=O)[C@H](Cc1ccccc1)[C@@H](C)OS(N)(=O)=O,1.7,-2.0,0.5,1.7,-0.1,-20.4,-5.9,2.9,-0.5,7.8,3.6
COc1ccc2[nH]c(=O)c(-c3nnn(-c4ccc(Cl)nc4)n3)cc2c1,1.4,-4.6,-0.6,-14.5,0.2,-19.7,-21.7,-2.3,-19.0,-31.4,-0.5
Cc1nc2ccc(NC(=O)C3=NN(C)C(=O)CC3)cc2s1,/,-11.9,-35.5,-12.9,-0.1,-19.5,-1.1,-22.0,-43.6,-64.6,0.1
CCOC(=O)CNC(=O)c1ccc(OCC(F)(F)F)cc1,-3.0,-47.5,-1.5,-16.2,0.2,-38.1,3.6,-10.2,-112.8,-117.5,-2.8
CCOc1ccc(OCC)c(NC(=O)CN2CCN(c3cccc(C)c3)C(C)C2)c1 (stereo not drawn),1.6,-3.3,5.4,28.0,0.0,9.3,-1.7,10.2,39.8,22.0,3.0
